# Bioassay records deposited in PubChem by several laboratories.
# PhoP inhibition = inhibitors of PhoP regulon expression, primary screen, Salmonella Typhimurium, GFP reporter (AID 1863); actives 0.16% (n = 300,000); S. Typhimurium PhoP-regulated promoter GFP reporter, 4 h; higher % means a stronger effect; one-dose inhibition, % at 50 µM; IC50 in µM for titrated hits;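 active means inhibition over 29.93%, a cutoff 3 SD above the screen mean, later confirmed by dose response; inconclusive means inhibition over 29.93% but no dose response follow-up; inactive means inhibition at most 29.93% or unconfirmed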;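 further: 0% = low Mg2+ inducing control and 100% = high Mg2+ repressing control; strong numbers were not always called active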
# NTR1 agonist = agonists of NTR1, primary screen, imaging, U2OS cells, beta-arrestin-GFP, high content (AID 493036); Neurotensin receptor type 1 (Homo sapiens), P30989; NTR1-U2OS beta-arrestin-GFP spot imaging, agonist mode; activation, % at 20 µM; actives 0.17% (n = 330,000);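 active means activation at or above 40% of the spot to cytoplasm intensity ratio, with at least 20 cells analyzed; inconclusive means wells under 20 cells, flagged as cytotoxic or low count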;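 further: 0% = DMSO without peptide and 100% = 100 nM NTR1 peptide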
# Target sequence (P30989 whole entry, looked up): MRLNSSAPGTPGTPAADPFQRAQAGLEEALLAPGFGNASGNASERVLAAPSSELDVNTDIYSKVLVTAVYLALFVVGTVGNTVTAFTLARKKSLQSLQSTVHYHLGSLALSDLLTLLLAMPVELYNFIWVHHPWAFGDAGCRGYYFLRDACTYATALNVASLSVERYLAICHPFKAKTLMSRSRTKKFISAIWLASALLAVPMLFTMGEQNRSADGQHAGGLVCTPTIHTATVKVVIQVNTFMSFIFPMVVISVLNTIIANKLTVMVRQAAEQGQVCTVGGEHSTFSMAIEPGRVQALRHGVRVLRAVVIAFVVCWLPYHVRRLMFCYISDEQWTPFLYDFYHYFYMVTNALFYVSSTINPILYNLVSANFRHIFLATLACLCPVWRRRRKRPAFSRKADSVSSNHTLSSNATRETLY
# LYP inhibition = inhibitors of LYP phosphatase, biochemical, fluorescence intensity, uHTS (AID 1779); Tyrosine-protein phosphatase non-receptor type 22 (Homo sapiens); recombinant LYP phosphatase, fluorescence intensity; higher % means a stronger effect; inhibition, % at 11.5 µM, or IC50 in µM where a hit was titrated; actives 0.054% (n = 290,000); in the data active means inhibition above about 50%;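 further: plate controls were vehicle with enzyme for no effect and no enzyme for full effect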
# Myeloid diff 2 = induction of myeloid progenitor differentiation, primary screen, cell-based, flow cytometry, MLPCN library | ER-HoxA9 myeloid progenitors, lysozyme-GFP differentiation | calls only at 10 µM | actives 1% (n = 360,000) | AID 624256, 2012;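 active means normalized GFP-positive differentiation at or above the plate's own cutoff, the solvent-only control mean plus 3 SD; inconclusive means no clear call, values can overlap the other calls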;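 further: cells exposed to compound for four days before flow analysis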
# SIAH1 antagonists = Siah-1 peptide-binding antagonists, primary screen, biochemical, fluorescence polarization, rhodamine-plectin, uHTS (AID 1817); Siah-1 / rhodamine-plectin peptide fluorescence polarization; higher % means a stronger effect; one-dose displacement, % at 20 µM; IC50 in µM for titrated hits; actives 0.02% (n = 290,000);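 active means displacement of at least 50% at 20 µM, with a fluorescence ratio check between 0.3 and a set limit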;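 further: plate controls were Siah plus tracer with DMSO for no effect and tracer alone without Siah for full effect; strong numbers were not always called active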
# GPR35 antagonists = GPR35 antagonists blocking zaprinast-driven arrestin recruitment, primary screen, imaging, U2OS, beta-arrestin-GFP, zaprinast agonist (AID 2058). G-protein coupled receptor 35 (Homo sapiens). U2OS GPR35 beta-arrestin-GFP translocation imaging, zaprinast antagonism; higher % means a stronger effect. inhibition, % at 10 µM, or IC50 in µM where a hit was titrated. actives 0.052% (n = 290,000);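 active means inhibition of at least 50% with at least 30 cells and total cytoplasm GFP at most 10,000,000; inconclusive means under 30 cells or total GFP of 10,000,000 plus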
# GPR55 antagonists = GPR55 antagonists blocking LPI-driven arrestin recruitment, primary screen, imaging, U2OS, beta-arrestin-GFP, LPI agonist (AID 2013); actives 0.13% (n = 290,000); inhibition, % at 10 µM; hits with a dose series show IC50 in µM; G-protein coupled receptor 55 (Homo sapiens); U2OS GPR55 beta-arrestin-GFP translocation imaging, LPI antagonism; higher % means a stronger effect;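 active means spots per cell inhibited over 60%, with over 100 cells counted and total cytoplasm intensity under 500,000; inconclusive means wells with under 100 cells, flagged as likely toxic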;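 further: U2OS cells stably carrying GPR55 and arrestin-GFP stimulated by 5 µM LPI near EC80; imaged beta-arrestin-GFP aggregate spots per cell after agonist stimulation; plate controls were LPI-stimulated DMSO wells for no effect and DMSO wells without LPI for full effect; some results filed as inactive read as strong as hits; confirmed hits need IC50 under 10 µM and bright autofluorescent wells are also inconclusive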
# HIV peptide binding = inhibitors of HIV fusion peptide binding, primary screen, biochemical, uHTS, fluorescence dequenching (AID 1986) | cell-free peptide binding, fluorescence dequenching, 30 min; higher % means a stronger effect | inhibition, % at 20 µM, or IC50 in µM where a hit was titrated | actives 0.3% (n = 290,000); in the data active means inhibition mostly above about 52%, no sharp cut-off; inactive means mostly below about 76%; further: some results filed as inactive read as strong as hits
# Rac1 GTP hydrolysis = MgcRacGAP GTPase-activating activity inhibitors, confirmation, biochemical, ADP Hunter fluorescence. Rac GTPase-activating protein 1 (Homo sapiens). MgcRacGAP-stimulated Rac1 GTP hydrolysis, ADP Hunter fluorescence; higher % means a stronger effect; GST-tagged Rac1 F28L mutant substrate. one-dose inhibition, % at 30 µM; IC50 in µM for titrated hits. actives 0.6% (n = 340,000). AID 624330, 2012;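 active means first-screen hits whose inhibition reached a set limit at any dose in the follow-up dose series; inconclusive means inhibition above the set first-screen limit but never retested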;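 further: fluorescence reports GDP produced by GAP-driven GTP hydrolysis; strong numbers were not always called active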
# NTR1 agonist cell count 20 µM = recorded beside NTR1 agonist, whose call it bears; cell count; measured here: cell count, cytotoxicity flag
# Myeloid diff 2 GFP+ MAC1+ % = also measured in Myeloid diff 2; calls as there; GFP+ MAC1+ double positive, %; measured here: differentiation confirmed by MAC1 staining
# Active calls of the source: *; i = inactive; ? = inconclusive; · = no result given.
nr	canonical_smiles	PhoP inhibition	LYP inhibition	GPR55 antagonists	Rac1 GTP hydrolysis	HIV peptide binding	NTR1 agonist cell count 20 µM	Myeloid diff 2 GFP+ MAC1+ %	SIAH1 antagonists	NTR1 agonist	GPR35 antagonists	Myeloid diff 2
1	O=C(O)/C=C/C(=O)NC1CCS(=O)(=O)C1 (centres undefined)	-5.0%	-11.3%	-5.3%	-0.4%	-0.2%	59	1.5	0.1%	2.3	-12.2%	i
2	O=C(Nc1ccc(F)c(Cl)c1)Nc1ccc(Cl)cn1	6.2%	-7.7%	2.4%	6.9%	1.3%	84	0.1	-2.6%	-0.6	-10.0%	i
3	O=C(CSc1nc2ccc(Cl)cc2o1)NCc1ccc2c(c1)OCO2	4.4%	-8.4%	18.2%	6.7%	-3.1%	54	0.6	-5.9%	1.0	3.0%	i
4	CN(CC1CCN(CCc2cccc(C(F)(F)F)c2)CC1)C(=O)c1ccc(F)cc1F	3.0%	-7.7%	-3.5%	3.3%	-1.0%	53	0.4	11.3%	-0.9	-7.5%	i
5	Cc1ccc2c(c1)-c1c(cnn1CC(=O)N(Cc1ccco1)C1CCCCC1)CO2	4.3%	5.5%	-2.8%	6.1%	0.4%	105	2.7	0.9%	2.1	0.1%	i
6	Cc1nnnn1-c1ccc(CC(=O)O)cc1	0.0%	-3.4%	-3.5%	6.9%	-1.7%	26	0.6	3.8%	-1.3	23.4%	i
7	CCCCn1c(-c2cccs2)nc2nc3ccccc3nc21	8.9%	-31.8%	-7.0%	10.0%	-2.4%	88	0.9	-4.0%	7.6	18.7%	i
8	Cc1ccccc1C(=O)N1CC(=O)Nc2ccc(F)cc2C1c1ccccc1 (centres undefined)	-2.0%	-7.0%	-4.3%	6.4%	1.1%	102	0.7	4.3%	0.9	-10.0%	i
9	CC(C(=O)N1CCN=C1c1ccccc1)N1C(=O)c2ccccc2C1=O (centres undefined)	-9.9%	-6.9%	0.9%	3.0%	2.0%	44	0.6	2.0%	-0.2	9.8%	i
10	Cc1ccc(S(=O)(=O)NC2CCCCCC2)cc1C(N)=O	-2.5%	0.4%	18.2%	6.8%	2.3%	50	0.6	2.8%	0.7	5.0%	i
11	CC1CN(CCCCSc2ccccc2)CC(C)O1 (centres undefined)	2.8%	-7.7%	13.4%	10.6%	-0.3%	76	0.3	1.8%	2.3	-1.0%	i
12	CCC1CCC2(CC1)NC(=O)N(CC(=O)c1c(C)[nH]c3ccccc13)C2=O (centres undefined)	1.5%	9.4%	6.9%	4.2%	3.1%	73	0.1	-2.3%	6.5	10.7%	i
13	Cc1ccc2nc(NC(=O)C3CCCN(S(=O)(=O)c4cccc5nsnc45)C3)sc2c1 (centres undefined)	-7.6%	11.1%	3.6%	11.0%	0.8%	87	0.5	1.7%	-5.8	-2.3%	i
14	O=C(CSc1nc(-c2ccccc2)c(-c2ccccc2)[nH]1)NCc1ccco1	26.9%	0.1%	1.8%	8.6%	0.8%	50	·	-2.1%	3.7	-10.4%	?
15	c1ccc2nc3c(cc2c1)CCCCC3	-6.9%	-8.8%	-9.4%	0.5%	0.2%	60	0.3	-5.3%	0.4	-3.6%	i
16	COc1ccc(C)cc1S(=O)(=O)N(C)CC(=O)NC1CCCCCC1	-6.3%	-6.9%	-5.4%	6.4%	0.8%	44	0.1	-2.3%	0.3	12.6%	i
17	CCNC(=S)N/N=C(\C)c1cc2ccccc2o1	-7.2%	9.9%	5.7%	10.1%	4.8%	66	0.6	3.2%	-0.2	-21.9%	i
18	CC(C)NS(=O)(=O)c1ccc(CCC(=O)Nc2ccc3c(c2)OCCO3)cc1	12.0%	-0.2%	3.5%	-5.0%	2.5%	43	0.5	-3.9%	1.0	3.3%	i
19	O=C(OCCN1C(=O)c2ccccc2C1=O)c1cc(S(=O)(=O)N2CCOCC2)ccc1Cl	27.6%	-1.9%	18.0%	5.7%	-1.3%	45	0.4	2.7%	-0.7	0.5%	i
20	COc1ccccc1NS(=O)(=O)c1cccc(C(=O)N/N=C/c2ccc(C)o2)c1	-10.4%	-2.6%	2.9%	0.1%	0.5%	45	0.3	1.7%	-1.1	-8.9%	i
21	CC(C)OCCCNC(=O)CN1C(=O)CSc2ccc(S(=O)(=O)N3CCCCC3)cc21	-1.1%	-7.2%	10.1%	3.3%	-0.1%	52	1.2	-3.9%	-0.5	10.5%	i
22	C=CCn1c(=O)c2ccccc2n2c(SCC(=O)Nc3cc(C)on3)nnc12	-7.9%	-2.3%	2.4%	-4.7%	-1.5%	80	1.4	27.0%	-1.9	0.4%	i
23	COCCSc1nc(N)c2c3c(sc2n1)CN(C)CC3	-6.4%	-5.6%	-4.1%	0.5%	3.9%	62	0.4	-2.1%	1.3	8.5%	i
24	CNS(=O)(=O)c1cccc(C(=O)OCC(=O)NCCCc2ccccc2)c1	1.5%	-3.9%	3.7%	·	-1.6%	92	0.6	2.8%	-0.4	8.0%	i
25	CCOc1ccc(-c2noc(CCCC(=O)NCC3CCCO3)n2)cc1OC (centres undefined)	-2.7%	1.2%	11.0%	3.6%	1.4%	45	1.2	4.6%	-1.0	0.1%	i
26	CCN(CC)S(=O)(=O)c1cccc(NC(=O)C(=O)c2c(-c3ccccc3)cc3ccccn23)c1	-6.6%	7.2%	4.7%	9.0%	0.7%	70	3.0	-1.5%	6.5	-12.0%	i
27	CCOc1cccc(N(C(=O)CNC(=O)c2ccco2)C(C(=O)NCC2CCCO2)c2ccccc2)c1 (centres undefined)	-3.3%	-7.3%	-4.9%	5.3%	-0.3%	50	0.6	3.3%	1.9	2.0%	i
28	Oc1ccc(/C=N/N(Cc2ccccc2)c2ccccc2)c(O)c1O	16.7%	3.3%	25.6%	-55.7%	23.8%	·	0.2	44.5%	·	-15.0%	i
29	Cc1ccc2c(c1)N(CC(=O)NCCCN1C(C)CCCC1C)C(=O)c1cccnc1O2 (centres undefined)	·	-11.0%	-3.0%	0.1%	0.3%	59	1.1	-1.4%	-1.9	2.9%	i
30	CCOC(=O)C1CCN(CC(=O)c2c(C)[nH]c3ccccc23)CC1	-0.2%	-2.1%	4.8%	11.9%	-0.4%	36	0.7	-0.7%	1.5	-6.8%	i

# Reprinted from the part before: 2 compounds, then new ones.
nr	canonical_smiles	PhoP inhibition	LYP inhibition	GPR55 antagonists	Rac1 GTP hydrolysis	HIV peptide binding	NTR1 agonist cell count 20 µM	Myeloid diff 2 GFP+ MAC1+ %	SIAH1 antagonists	NTR1 agonist	GPR35 antagonists	Myeloid diff 2
29	Cc1ccc2c(c1)N(CC(=O)NCCCN1C(C)CCCC1C)C(=O)c1cccnc1O2 (centres undefined)	·	-11.0%	-3.0%	0.1%	0.3%	59	1.1	-1.4%	-1.9	2.9%	i
30	CCOC(=O)C1CCN(CC(=O)c2c(C)[nH]c3ccccc23)CC1	-0.2%	-2.1%	4.8%	11.9%	-0.4%	36	0.7	-0.7%	1.5	-6.8%	i
31	O=C(Nc1ccccc1OC(F)F)c1cc2c(s1)CCC2	-0.6%	6.9%	-4.9%	10.1%	10.8%	78	0.3	9.3%	1.1	10.9%	i
32	COC(=O)c1ccc(Cn2cc(C(F)(F)F)cc([N+](=O)[O-])c2=O)cc1	-5.7%	-0.7%	10.8%	7.0%	-1.5%	41	0.5	-3.8%	-0.4	3.3%	i
33	C/C(=N\O)C1(C)N(O)C(C)(C)C(c2ccc(Br)cc2)=[N+]1[O-] (centres undefined)	-8.2%	0.1%	2.9%	-2.4%	1.8%	89	0.9	-1.2%	0.3	4.4%	i
34	CCCCCCn1c(O)c(/C=C2\C=NN=C2c2ccccc2)sc1=S	-1.7%	0.1%	5.7%	5.6%	1.3%	45	0.3	-0.8%	17.1	-3.3%	i
35	CC(C)(C)OC(=O)N1CCC(Cc2cc(-c3ccccc3)no2)(C(=O)O)CC1	-6.2%	-14.0%	12.6%	14.9%	0.0%	86	0.3	-3.7%	-5.0	4.9%	i
36	O=C(CN1C(=O)c2ccccc2S1(=O)=O)N1CCc2ccccc21	1.6%	-6.7%	-3.9%	0.7%	1.1%	69	1.1	2.2%	1.1	11.7%	i
37	CC(C)N(C(=O)CO/N=C/c1cccc([N+](=O)[O-])c1)C(C)C	6.4%	-3.9%	-3.2%	-17.9%	-3.0%	35	0.6	-1.9%	-0.7	16.6%	i
38	O=C(/C=N\O)NCCCNCc1ccccc1	-3.6%	-1.0%	-6.1%	-2.5%	-0.9%	53	1.9	3.9%	0.6	-3.2%	i
39	COc1ccc(C)cc1Nc1n[n+](-c2ccccc2)c(-c2ccc(OC)c(OC)c2OC)s1	-2.2%	-9.0%	47.4%	12.7%	1.6%	96	3.7	5.8%	-0.1	-5.4%	i
40	CCOC(=O)Cc1csc(NC(=O)COc2ccc3c(c2)CCC3)n1	1.3%	-9.1%	-11.9%	5.1%	-1.4%	54	0.8	-4.1%	2.2	-9.8%	i
41	O=C(COC(=O)CCc1c[nH]c2ccccc12)NCCc1ccccc1	-2.9%	·	·	5.7%	·	52	0.4	·	0.4	·	i
42	Cc1ccc(NC(=O)C(c2ccccc2)N(C)C)cc1Cl (centres undefined)	1.2%	-4.4%	12.4%	4.4%	-0.8%	43	0.5	-7.7%	-1.5	5.9%	i
43	CC(=O)COc1c(-c2ccco2)oc2ccccc2c1=O	-0.5%	-11.0%	-12.3%	10.2%	2.3%	61	1.1	5.0%	0.5	1.8%	i
44	CCCCCCNC(=O)N[C@@H](C(=O)NCCC[C@H]1CN2C(=NC[C@@H]2Cc2ccccc2)N1CCc1cccc(OC)c1)C(C)C	-6.3%	-10.5%	9.5%	·	-0.6%	93	·	7.3%	-1.3	-5.7%	·
45	COc1cc(OC)cc(-c2cc3nc(C)cc(N4CCN(C(=O)c5ccco5)CC4)n3n2)c1	1.2%	-4.3%	-0.1%	·	-3.4%	48	·	-1.4%	3.9	8.3%	·
